Screening data from PubChem.
FBW7 act: human FBW7 E3 ligase activation, primary screen | Q969H0 | AlphaScreen FBW7–phospho-cyclin E peptide binding, activator screen | normalized activity (activation), % at 26.1 µM | 650,000 compounds, 0.13% hits; in the data active means normalized activity above about 1.9%;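 further: purified mutant Fbw7 with reduced substrate affinity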
MITF primary: human MITF inhibition, primary screen | AID 1259374 | O75030 | inhibition, % at 2.6 µM | 650,000 compounds, 0.91% hits | AlphaScreen MITF homodimerization, bead proximity signal; in the data active means inhibition above about 50%;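 further: 0% = vehicle wells with protein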
Target sequence (O75030 whole entry, looked up): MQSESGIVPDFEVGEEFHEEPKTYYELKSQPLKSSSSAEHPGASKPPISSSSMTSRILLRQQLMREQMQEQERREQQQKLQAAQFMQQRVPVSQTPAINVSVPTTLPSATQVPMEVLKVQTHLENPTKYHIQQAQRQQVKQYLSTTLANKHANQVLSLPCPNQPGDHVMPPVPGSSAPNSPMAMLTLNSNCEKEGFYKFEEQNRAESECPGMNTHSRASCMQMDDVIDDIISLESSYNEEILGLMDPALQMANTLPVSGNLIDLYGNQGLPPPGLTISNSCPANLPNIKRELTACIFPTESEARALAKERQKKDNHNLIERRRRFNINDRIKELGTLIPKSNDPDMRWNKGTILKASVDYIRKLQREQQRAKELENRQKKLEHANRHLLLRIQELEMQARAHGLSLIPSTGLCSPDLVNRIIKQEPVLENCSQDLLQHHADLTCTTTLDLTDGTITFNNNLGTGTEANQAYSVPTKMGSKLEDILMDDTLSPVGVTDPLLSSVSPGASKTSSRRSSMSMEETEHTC
TEAD-YAP inh: TEAD-YAP interaction inhibition. HEK-TIYL cells, TEAD-Gal4/YAP UAS-luciferase luminescence. inhibition, % at 9.12 µM. 640,000 compounds, 1.4% hits; in the data active means inhibition above about 32%;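 further: 0% = median of test compound wells and 100% = reference inhibitor wells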
GPR151 ag: activators of human GPR151. Q8TDV0. PathHunter beta-arrestin GPR151 cells, luminescence. activation, % at 11.2 µM. 650,000 compounds, 1% hits. AID 1508602; in the data active means activation above about 4.9%;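 further: 0% = median of compound wells and 100% = cells with positive control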
Target sequence (Q8TDV0 whole entry, looked up): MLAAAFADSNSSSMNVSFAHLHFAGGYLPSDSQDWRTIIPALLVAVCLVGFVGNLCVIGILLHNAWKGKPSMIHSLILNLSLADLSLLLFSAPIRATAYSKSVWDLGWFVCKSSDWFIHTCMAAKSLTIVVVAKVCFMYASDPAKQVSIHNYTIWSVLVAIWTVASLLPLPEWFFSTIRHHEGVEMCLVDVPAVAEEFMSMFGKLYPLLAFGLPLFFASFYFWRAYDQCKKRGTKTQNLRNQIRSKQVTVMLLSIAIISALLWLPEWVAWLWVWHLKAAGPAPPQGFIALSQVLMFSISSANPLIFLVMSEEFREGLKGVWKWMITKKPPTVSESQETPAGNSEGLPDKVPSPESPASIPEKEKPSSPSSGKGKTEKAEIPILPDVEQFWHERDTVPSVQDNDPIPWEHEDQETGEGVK
Numbers without * were called inactive; x = no result given; & = joins results of further samples.

Results follow in this order: FBW7 act, MITF primary, TEAD-YAP inh, GPR151 ag
- O=C(CC1(O)C(=O)N(Cc2ccccc2Cl)c2ccccc21)c1cccc2ccccc12 (centres undefined)
→ 0.0, 9.7, 2.7, 0.0
- COc1ccc(NC(=O)c2cc(-c3cccc(OC)c3)no2)cc1
→ 0.0, -0.1, -15.7, 0.2
- CN(c1ccc([N+](=O)[O-])cc1[N+](=O)[O-])C1CCCCC1
→ -0.2, 2.6, -11.6, 1.8
- CC1=C(C(=O)OCc2ccccc2)C(c2cc([N+](=O)[O-])ccc2Cl)CC(=O)N1 (centres undefined)
→ -0.3, -0.7, -2.0, -0.1
- Cc1onc(-c2ccccc2)c1C(=O)Nc1sc2c(c1C#N)CCCC2
→ -0.1, -20.3, 31.9*, -0.7
- CCOC(=O)c1sc(NC(=O)c2cc([N+](=O)[O-])nn2Cc2ccccc2)c(C(=O)OCC)c1C
→ 0.0, -4.9, -1.6, 0.8
- Cc1cccc(C)c1NC(=O)CN1CCC(Nc2nc3c(c(=O)[nH]2)CCCC3)CC1
→ -0.2, -5.5, 4.5, -0.6
- O=C(O)Cc1ccc(NC(=O)c2ccc(NC(=O)c3ccco3)cc2)cc1
→ 0.1, 7.4, 11.1, -0.8
- Cc1sc2ncn(CC(=O)Nc3ccccc3F)c(=O)c2c1C
→ 0.1, -5.1, 5.8, 1.4
- C=CCn1cnc2scc(-c3cccc([N+](=O)[O-])c3)c2c1=O
→ 0.1, -14.6, -9.2, -1.2
- Nc1ncnc(Nc2ccc(F)cc2)c1[N+](=O)[O-]
→ 0.2, 20.4, -8.5, 1.0
- O=C(O)C(Cc1cccs1)c1ccccc1 (centres undefined)
→ 0.0, 3.0, -4.2, -0.3
- CCCCN1C(=O)c2ccccc2C1C(=O)NC1CCCC1 (centres undefined)
→ 0.0, 1.1, 1.6, -0.7
- c1cncc(CNc2nc(Nc3ccncc3)nc3nc[nH]c23)c1
→ -0.1, -13.3, -0.8, 0.7
- Cc1ccc(C)c(N(CC(=O)NC(C)(C)C)C(=O)Cn2nnc(-c3ccc(C)o3)n2)c1
→ -0.1, 2.2, 7.0, 0.2
- CCN(CC)c1ccc2c(Cl)c(I)c(=O)oc2c1
→ 1.0, -15.8, 9.3, -0.1
- Cc1ccc(C)c(NC(=O)CSc2nc3c(c(=O)n2C)SC(C)C3)c1 (centres undefined)
→ 0.0, 10.9, 5.3, 0.2
- O=C(CCN1C(=O)/C(=C/c2ccc3c(c2)OCO3)SC1=S)Nc1ccccc1O
→ 0.0, 5.5, -0.8, -0.3
- O=C(NCCN1CCOCC1)c1cccc(N2CCCC2CO)n1 (centres undefined)
→ 0.1, 3.0, 1.8, 0.9
- NC(=O)c1cccc(N=Cc2ccc3ccccc3c2)c1
→ 0.1, 9.2, -8.1, -0.1
- CSc1cccc(CN2CCN(CC(C)(C)C)C(CCO)C2)c1 (centres undefined)
→ 0.0, 6.2, 8.6, 0.8
- CC(C)NCC(O)COc1ccc(S(=O)(=O)N2CCOCC2)cc1 (centres undefined)
→ -0.2, 2.9, -15.4, 1.8
- CCCCC1CN(CCC(=O)N[C@H]2CCCCNC2=O)Cc2ccccc2O1 (some centres undefined)
→ 0.2, -7.0, 2.6, -0.9
- Cc1cccc(NC(=O)c2ccc(CNc3c(N4CCCC4)c(=O)c3=O)cc2)c1C
→ 0.0, 3.2, -2.5, -0.1
- CCOC(=O)c1ccc(NC(=O)C(F)(F)F)cc1
→ 0.5, 8.3, -1.6, -0.6
- CCCOc1ccc(CNC(=O)C2CCCN2c2nnc(N3CCCC3=O)s2)cc1 (centres undefined)
→ 0.2, -5.7, -1.4, -2.1
- COc1cc(C=C2C(=O)N(C)C(=S)N(C)C2=O)ccc1OCc1ccc(C(=O)O)cc1
→ -0.5, -10.6, -24.6, -1.3
- Cc1cccc(/C=C2\N=C(c3ccccc3F)OC2=O)c1
→ 0.0, 2.9, -8.6, -0.6
- CCCC(C)NC(=O)c1ccc(CN(c2ccccc2)S(C)(=O)=O)cc1 (centres undefined)
→ 0.2, 3.4, 2.0, -0.1
- O=C(Oc1ccc(/C=N/NC(=O)c2cc(Cl)ccc2O)cc1)c1ccco1
→ 0.0, -1.0, -12.0, 1.4
- CC(=O)Nc1ccc(C(=O)OCC(=O)Nc2cccc(C#N)c2)cc1
→ 0.0, -6.9, 5.2, 2.1
- CSc1cccc(NC(=O)Cn2c(=O)n(CC3CCCO3)c(=O)c3ccccc32)c1 (centres undefined)
→ 0.0, -3.2, 0.0, 0.7
- CC1=NNC(=O)C1CCC(=O)N/N=C/c1ccc(C(C)C)cc1 (centres undefined)
→ 0.1, 5.8, -6.6, 0.8
- COC(=O)C1=C(CSc2nc3ccccc3o2)NC(=O)NC1c1cc(C)ccc1C (centres undefined)
→ -0.1, -5.8, 4.7, 1.1
- O=C1OC(c2ccc(Br)cc2)=N/C1=C\N1CCCCC1
→ -0.1, 1.8, -40.9, -0.3
- COc1ccc(C2CC(=O)C3=C(C2)Nc2ccccc2NC3c2ccccc2)cc1 (centres undefined)
→ -0.1, 0.2, -38.2, -3.6
- COc1ccc2c(c1)O[C@@H](c1ccc3c(c1)OCO3)C(OC(=O)N[C@H](C)C1CCCCC1)C2=O (some centres undefined)
→ -0.1, -5.7, x, 1.1
- Cc1ccccc1CSc1nc2nc[nH]c2c(=O)[nH]1
→ 0.0, 3.1, 7.8, 0.0
- Cc1ccsc1/C=N/Nc1ccc(S(=O)(=O)N2CCOCC2)cc1[N+](=O)[O-]
→ -0.1, 0.5, 1.9, -0.9
- COC(=O)c1ccccc1Nc1ccnc(NC(=O)Cc2ccc(F)cc2)c1
→ 0.1, -4.0, 0.8, -0.9
- CC(=O)Nc1cccc(NC(=O)CC(NC(=O)c2ccccc2Cl)c2ccccc2)c1 (centres undefined)
→ 0.0, 4.3, -3.8, -0.8
- Cc1ccc(C(=O)NCCCN(C)C)o1
→ -0.1, 3.8, 3.0, 2.5
- CC(C)NC(=O)c1cc2c(s1)-c1ccccc1OC2
→ 0.3, -3.0, -8.8, 0.6
- COc1cc(C(O)c2nc3ccccc3n2C(C)C)cc(OC)c1OC (centres undefined)
→ 0.3, 14.8, 1.7, -0.1
- COC(=O)CN1C(=O)C(O)=C(C(C)=O)C1c1cccc(OC)c1 (centres undefined)
→ 0.0, -4.0, 2.5, 1.7
- O=[N+]([O-])c1ccccc1Nc1nc(OCC(F)(F)F)nc(OCC(F)(F)F)n1
→ -0.2, 2.1, 1.7, -0.9
- COc1ccccc1-n1c(=O)[nH]c2c(C(N)=O)nc(-c3cccc(F)c3)nc21
→ 0.2, 6.5, -0.9, 0.6
- COc1cc(/C=C2/NC(=O)N(Cc3ccc(F)cc3)C2=O)cc(Cl)c1OC
→ 0.6, -4.0, -12.8, 5.2*
- Cc1cc(I)ccc1NC(=O)c1cncc(Br)c1
→ -0.1, -3.8, 4.4, -0.2
- Cc1cccnc1NCc1ccc(O)c2ncccc12
→ -0.7, 64.2*, -4.4, 0.8
- O=C(CCCn1c(SCC(=O)Nc2ccccc2C(F)(F)F)nc2ccsc2c1=O)NCc1ccc2c(c1)OCO2
→ -0.1, 3.5, 4.4, -1.1
- O=C(Nc1cc(-c2ccccc2)ccn1)c1ccc(Nc2cc(-c3ccccc3)ccn2)cc1
→ 0.2, -10.4, -0.3, 0.4
- CCOc1ccccc1NC(=O)NNS(=O)(=O)c1cc(OC)ccc1OC
→ 0.9, 8.3, 10.1, 0.3
- Cn1c2c(c(=O)n(C)c1=O)C(NC(=O)C1CCCCC1)(C(F)(F)F)C(=O)N2 (centres undefined)
→ 0.7, 23.6, -1.1, -1.4
- CCOC(=O)CNS(=O)(=O)c1ccccc1C
→ -0.2, -7.4, 1.2, 1.0
- O=C(NNC(=O)c1ccccc1[N+](=O)[O-])c1ccccn1
→ -2.6, 18.0, 0.1, 1.2
- CCCOC(=O)COc1ccc2c(=O)c(Oc3cccc(C)c3)coc2c1
→ 0.2, 9.9, 1.1, -1.2
- COc1ccccc1NC(=O)N1CCCC(C(=O)Nc2cccc(C)c2C)C1 (centres undefined)
→ 0.0, 12.0, -5.5, 0.9
- Cc1cccc(NC(=O)c2cc(S(=O)(=O)N3CCCCC3)ccc2F)c1
→ 0.1, 1.0, -7.1, 0.3
- COc1cc(S(=O)(=O)NCc2ccccc2)ccc1-n1cnnn1
→ 0.0, 3.8, -7.5, 2.1

The results go on.
Results follow in this order: FBW7 act, MITF primary, TEAD-YAP inh, GPR151 ag
- CCOc1ccccc1/C=C1/C(=O)ON=C1C
→ -0.1, 4.4, 5.6, -1.1
- Cc1cc(SCC(=O)Nc2cccc([N+](=O)[O-])c2)nc(=O)[nH]1
→ -0.1, -9.7, 1.1, -0.7
- COc1ccccc1CNC(=O)[C@@H](NC(=O)c1ccccc1Br)C(C)C
→ 0.0, 9.0, 6.0, 0.8
- CSCCC(C(=O)C(C#N)c1nc2ccccc2s1)N1C(=O)c2ccccc2C1=O (centres undefined)
→ 0.3, 14.8, 4.3, -1.1
- O=C(O)C1C2C=CC(C2)C1C(=O)Nc1nc(-c2ccc(Cl)cc2)cs1 (centres undefined)
→ 0.0, -5.9, -8.0, -0.3
- Cn1ncc2c(NNC(=O)c3ccc(Cl)c(Cl)c3)ncnc21
→ -0.4, -9.7, -10.8, -0.1
- C=C1CC[C@H](O)C/C1=C/C=C1\CCC[C@]2(C)[C@@H]([C@H](C)CCCC(C)(C)O)CC[C@@H]12
→ 0.3, 6.2, 11.0, -0.5
- c1cncc(CNc2nc(NCc3cccnc3)c3ncn(-c4ccsc4)c3n2)c1
→ 0.3, 4.9, -16.4, -0.4
- COc1ccc(/C=N/NC(=O)CC(=O)NCCc2ccccc2)cc1
→ -0.1, -9.3, -1.8, 0.5
- Cn1nc(C(=O)OCC(=O)Nc2ccc(SC(F)F)cc2)c2ccccc2c1=O
→ 0.0, 6.4, -2.8, 0.6
- COc1cccc2c1OC1(CCCCC1)N1N=C(c3ccco3)CC21 (centres undefined)
→ 0.0, 1.2, -80.0, -1.5
- CC(C)OC(=O)c1c(NC(=O)c2nn3c(C(F)(F)F)cc(-c4ccccc4)nc3c2Cl)sc2c1CCCC2
→ 0.3, 15.0, 12.0, -0.7
- Cc1ccc(/C=N/NC(=O)c2nnn(-c3nonc3N)c2CN(C)C)cc1
→ 0.2, -9.2, -14.1, -0.8
- CCOC(=O)C(=CNc1cccc2nsnc12)C(=O)OCC
→ 1.0&0.5, 4.3&12.7, 5.2&4.8, -0.6&-0.1
- O=C(CCCCCNC(=O)c1ccc(Br)cc1)Nc1ccc(Br)cn1
→ -0.1, 1.4, -15.5, 0.4
- C/C(=N/NC(=O)c1ccc(O)c(O)c1)c1ccc(C)cc1
→ 0.1, 6.8, -9.3, -0.7
- CCOC(=O)C1=C(C)NC2=C(C(=O)CC(c3ccc(Cl)cc3)C2)C1c1cc(OC)c(OC)c(OC)c1 (centres undefined)
→ 0.2, 0.2, 6.5, 0.5
- O=C1NC2(CCN(C(=O)c3nccc4ccccc34)CC2)Nc2ccc(Cl)cc21
→ 0.0, -9.2, 77.6*, 1.1
- Cc1ccc(NC(=O)c2cc3nc(-c4ccc(Br)cc4)cc(C(F)(F)F)n3n2)cc1C
→ -0.1, -5.5, 1.6, 3.6
- Cc1cnc(Nc2ccc(N3CCOCC3)cc2)nc1Nc1ccccc1
→ 0.0, 29.8, 63.4*, 0.7
- COc1ccc(C(=O)NCC2CCCCC2)cc1OC1CCN(C(C)=O)CC1
→ 0.1, 6.7, 7.6, 0.5
- COc1cc(NC(=O)c2cnc(N3CCN(Cc4ccc5c(c4)OCO5)CC3)s2)cc(OC)c1OC
→ 0.1, 6.6, -0.8, -1.4
- CC1CN(C(=O)c2ccccc2Sc2ccccc2C#N)CC(C)O1 (centres undefined)
→ 0.1, -5.9, 6.0, 1.6
- CCN(CC)c1ccc(NC(=O)c2ccc(F)cc2)cc1
→ -0.2, -3.3, -78.5, 3.1
- Cc1cc(C)cc(C(=O)O/N=C(\N)c2ccncc2)c1
→ 0.5, 8.4, -40.1, -2.7
- Cc1nn(-c2ccccc2)c(C)c1N1CCN(C(=O)NCc2cccs2)CC1
→ -0.2, -3.6, -2.5, 0.5
- Nc1nc(SCC(=O)Nc2ccc(S(=O)(=O)N3CCCC3)cc2)n[nH]1
→ 0.1, -13.4, 8.4, -1.4
- COc1ccc(NC(=O)Cn2c(=O)n(C3CCCCC3)c(=O)c3ccccc32)cc1
→ -0.1, 12.8, -1.9, 1.7
- COc1ccc(S(=O)(=O)N2CCN(CCN3C(=O)c4cccc5cccc(c45)C3=O)CC2)cc1
→ 0.2, 4.6, 5.2, 0.2
- O=C(CC1CCCCC1)NNC(=O)c1cccc(S(=O)(=O)Nc2ccc(Cl)cc2)c1
→ -0.1, -0.9, 0.4, 3.9
- COc1ccc2c(c1)OC1(C=C2)N(C)c2ccccc2C1(C)C (centres undefined)
→ 0.0, 13.1, 10.9, 0.5

Laid out differently: results already given.
molecule | FBW7 act | MITF primary | TEAD-YAP inh | GPR151 ag
CC(C)NCC(O)COc1ccc(S(=O)(=O)N2CCOCC2)cc1 (centres undefined) | -0.2 | 2.9 | -15.4 | 1.8
CCCCC1CN(CCC(=O)N[C@H]2CCCCNC2=O)Cc2ccccc2O1 (some centres undefined) | 0.2 | -7.0 | 2.6 | -0.9
Cc1cccc(NC(=O)c2ccc(CNc3c(N4CCCC4)c(=O)c3=O)cc2)c1C | 0.0 | 3.2 | -2.5 | -0.1
CCOC(=O)c1ccc(NC(=O)C(F)(F)F)cc1 | 0.5 | 8.3 | -1.6 | -0.6
CCCOc1ccc(CNC(=O)C2CCCN2c2nnc(N3CCCC3=O)s2)cc1 (centres undefined) | 0.2 | -5.7 | -1.4 | -2.1
